GC-A act: GC-A (human) enzyme activation. P16066. HEK293 GC-A cells, cGMP TR-FRET, EC30 ANP; 0% at EC30 ANP, 100% saturating ANP. activation, % at 10 µM. 370,000 tested, 0.14% active; in the data active = activation above about 40%
hgDAF12 agonist: activates the H. glycines DAF-12 receptor ligand-binding domain; HEK293 GAL4-hgDAF12 UAS-luciferase reporter, agonist luminescence; normalized to butyrate control; activation, % at 6.8 µM; 370,000 tested, 1.8% active;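 active = activation above a cutoff set at the mean of all screened compounds plus 3 SD, cut at about 10% in these data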;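 note: 0% = DMSO wells and 100% = sodium butyrate wells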
ssDAF12 agonist: activates DAF-12 receptor from parasite S. stercoralis; 370,000 tested, 1% active; activation, % at 6.8 µM; HEK293 ssDAF-12/GRIP1 lit1-tk-luc reporter, luminescence; % of 3 µM dafachronic acid response; AID 652126;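 active = activation above the mean over all tested compounds plus 3 SD, cut at about 0.9% in these data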;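 note: 0% = DMSO-only wells and 100% = 3 µM delta7-dafachronic acid wells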
DAX1 inh-1: blocks DAX1 repression of SF-1 activated StAR promoter; HEK293T StAR-luciferase reporter, SF-1/DAX-1 repression relief; inhibition, % at 6.8 µM; 370,000 tested, 1.1% active; AID 652010;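 active = inhibition above the mean over all tested compounds plus 3 SD, cut at about 3.6% in these data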;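 note: 0% = DAX-1 cells with DMSO and 100% = cells lacking DAX-1 with DMSO; higher inhibition means more luminescence from relief of DAX-1 repression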
DAX1 inh-2: inhibits human nuclear receptor DAX1; P51843; HEK293 Gal4-DAX1 luciferase reporter, luminescence; inhibition, % at 6.75 µM; 340,000 tested, 0.99% active; AID 504766;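 active = inhibition above the mean over all tested compounds plus 3 SD, cut at about 4.2% in these data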;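 note: 0% = DAX1-transfected cells with DMSO and 100% = empty-vector control cells with DMSO; inhibition shows as a rise in luminescence from relieved DAX1 repression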
Target sequence (P51843 207-470 limits assumed): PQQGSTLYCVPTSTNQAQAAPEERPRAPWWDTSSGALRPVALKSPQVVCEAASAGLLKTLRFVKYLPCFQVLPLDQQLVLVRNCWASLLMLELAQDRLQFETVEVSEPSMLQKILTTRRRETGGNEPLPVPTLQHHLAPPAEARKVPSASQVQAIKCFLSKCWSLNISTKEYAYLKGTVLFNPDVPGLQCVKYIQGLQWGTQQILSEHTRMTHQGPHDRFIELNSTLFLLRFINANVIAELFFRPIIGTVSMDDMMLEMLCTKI
GC-B act: GC-B (human) receptor activation | P20594 | HEK293-GC-B cells, CNP EC30, cGMP TR-FRET; 0% at EC30 CNP, 100% saturating CNP | activation, % at 10 µM | 370,000 tested, 0.11% active;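 active = activation at 10 µM reaching about 35% in either raw or pattern-adjusted values, limit read from the data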
FXN GAA850 act: increases GAA850 frataxin promoter reporter activity; HEK293 lucGAA850 FXN promoter luciferase reporter, 24 h; percent of 10 µM SAHA response; activation, % at 6 µM; 360,000 tested, 0.56% active; AID 540364;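 active = activation above the average of all compounds screened plus 3 SD, cutoff fixed separately per campaign, cut at about 7.5% in these data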;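 note: 0% = DMSO wells and 100% = 10 µM SAHA wells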
sPLA2-III inh: Inhibits HGIII-sPLA2 liposome hydrolysis, primary screen; 370,000 tested, 0.56% active; inhibition, % at 12.2 µM; QFRET BODIPY PC-A2 liposome hydrolysis, fluorescence; Q9NZ20; AID 743126;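 active = inhibition above mean plus 3 SD of compounds lying within the high and low control bounds, cut at about 19% in these data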;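 note: 0% = median of test compound wells and 100% = no enzyme DMSO wells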
Target sequence (Q9NZ20 whole entry, looked up): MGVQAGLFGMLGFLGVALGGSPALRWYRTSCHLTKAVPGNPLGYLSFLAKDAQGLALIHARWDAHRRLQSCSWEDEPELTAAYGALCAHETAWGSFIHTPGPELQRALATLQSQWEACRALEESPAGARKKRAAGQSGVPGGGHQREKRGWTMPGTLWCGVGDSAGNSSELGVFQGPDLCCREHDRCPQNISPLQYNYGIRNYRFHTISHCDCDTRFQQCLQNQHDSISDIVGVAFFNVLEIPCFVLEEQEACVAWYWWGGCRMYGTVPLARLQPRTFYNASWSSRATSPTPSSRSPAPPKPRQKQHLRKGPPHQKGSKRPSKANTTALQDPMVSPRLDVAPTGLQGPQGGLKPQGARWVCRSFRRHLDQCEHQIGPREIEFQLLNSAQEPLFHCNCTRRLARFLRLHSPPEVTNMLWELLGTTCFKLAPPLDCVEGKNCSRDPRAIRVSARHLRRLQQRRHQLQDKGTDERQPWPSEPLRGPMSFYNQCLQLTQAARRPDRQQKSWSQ
hcDAF-12 act: H. contortus DAF-12 activation, primary screen | HEK293 hcDAF-12 lit1-tk-luc reporter, luminescence; 0% DMSO, 100% Δ7-dafachronic acid | activation, % at 6.8 µM | 370,000 tested, 1.4% active;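 active = activation above the mean of all tested compounds plus 3 SD, cut at about 5.5% in these data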;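 note: 100% = response to 3 µM Δ7-dafachronic acid high control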
ADAM10 inh: ADAM10 inhibition, QFRET primary screen | AID 720582 | O14672 | recombinant ADAM10, EDANS/DABCYL FRET peptide cleavage, 3 h | inhibition, % at 7 µM | 370,000 tested, 0.62% active;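 active = inhibition above a per-campaign cutoff equal to the mean of compounds falling between control-based bounds plus 3 SD, cut at about 20% in these data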;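 note: 0% = DMSO wells while the 100% control is not disclosed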
SMARCA2 act: activators of SMARCA2 function | MG213 cells, MMTV-luciferase reporter, dexamethasone, overnight | 370,000 tested, 1% active | AID 652017 | activation, % at 9.1 µM; in the data active = activation above about 7.8%;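 note: 0% = vehicle wells and 100% = reference activator wells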
Active calls of the source: *; i = inactive; x = no result given.

Structure,GC-A act,hgDAF12 agonist,ssDAF12 agonist,DAX1 inh-1,DAX1 inh-2,GC-B act,FXN GAA850 act,sPLA2-III inh,hcDAF-12 act,ADAM10 inh,SMARCA2 act
COc1ccc(C(=O)NC(=S)NCc2cccnc2)cc1OC,-5,2.0,-1.6,-0.5,0.1,1,-1.6,2,-1.5,2,1
COc1cc(NC(=O)CCc2nnc3ccc(N4CCC5(CC4)OCCO5)nn23)cc(OC)c1,-3,0.9,-0.6,-0.4,0.3,-9,1.6,3,1.8,6,2
C/C(=N\NS(=O)(=O)c1ccccc1)c1cccc(NC(=O)c2cccc(Cl)c2)c1,0,4.5,-1.6,-0.2,0.0,3,0.6,-7,-1.0,-2,2
CC(C)CNS(=O)(=O)c1ccc(CCC(=O)N2CCN(Cc3ccccc3)CC2)cc1,1,-0.4,-1.0,-0.4,-0.3,2,-2.0,-14,-0.5,-1,-3
CCOC(=O)C1CCCN(C(=O)c2cc(S(=O)(=O)N3CCCCC3)ccc2C)C1 (stereo unspecified),-1,-2.6,-0.8,-0.6,0.1,3,-2.0,1,-0.7,-1,-5
Cc1noc(C)c1NC(=O)Nc1ccc2c(c1)C(=O)N(C)[C@H]1CC[C@H](CC(=O)NCc3ccc(Cl)cc3)O[C@@H]1CO2,4,-0.1,-0.5,1.4,x,6,x,-25,-1.9,10,-3
CCOc1ccc(N=C2NC(=O)SC2CC(=O)OC)cc1 (stereo unspecified),-2,1.2,-1.0,0.1,-1.5,3,0.9,-13,-1.5,2,-1
CCn1c(-c2nonc2NC(=O)c2ccccc2)nc2ccccc21,4,-0.1,-1.6,-0.3,-0.4,-4,0.8,5,0.7,-2,5
NC(N)=NC(N)=Nc1cccc(Cl)c1,0,1.2,-1.6,0.1,0.2,1,0.3,8,-1.7,-6,-1
Cc1ccc(S(=O)(=O)Cc2ccc(C(=O)NCCc3ccccc3)o2)cc1,2,-0.9,-1.2,-0.2,0.0,1,0.8,-13,-3.2,-4,-1
O=C(Nc1ccc(Cl)c(C(F)(F)F)c1)C1Cc2c(-c3ccccc3)ccnc2O1 (stereo unspecified),-6,0.7,-0.3,-0.1,x,1,-0.1,-8,-1.5,8,-4
C[C@@H]1CN([C@H](C)CO)C(=O)c2cc(NC(=O)Nc3ccc(C(F)(F)F)cc3)ccc2O[C@H]1CN(C)S(=O)(=O)c1ccccc1,2,2.5,-1.1,-0.8,-0.1,2,-2.2,-39,-2.5,28*,-2
CCc1ccc(N(CC(=O)NC(C)(C)C)C(=O)CNC(=O)c2cccs2)cc1,1,-3.1,-1.4,0.2,0.4,2,-0.5,-1,-2.0,-2,-3
Cc1ccc2c(c1)N(Cc1cccc(C#N)c1)C=NS2(=O)=O,-3,3.0,-1.5,-0.2,-0.3,-4,-1.1,-2,-0.7,-6,-2
Cc1ccc(S(=O)(=O)NCC(=O)OCc2cc(=O)oc3c(C)c(C)ccc23)cc1C,0,0.5,-1.2,-1.8,-0.5,3,-0.3,-17,1.1,-11,-1
CN(C)CC/C=C1/c2ccccc2Sc2c(O)cc(Cl)cc21,-26,3.9,-1.2,0.1,1.8,-17,1.0,-23,1.2,-3,2
N#Cc1cccc(C(=O)Nc2cc(S(=O)(=O)N3CCOCC3)ccc2N2CCCC2)c1,5,-0.1,-1.5,-1.0,-0.9,0,-0.5,8,-0.5,-11,-2
Cc1ccc(OCC(=O)NNC(=O)c2cc3ccccc3o2)cc1C,-1,-0.1,-0.6,-0.3,1.8,4,1.1,-4,-0.5,3,-2
O=C(O)CCc1ccc(-c2cccs2)n1NC(=O)c1ccccc1Br,-4,3.8,-1.3,-0.2,2.5,0,-4.2,0,0.1,-12,-4
Cc1cc(C)n(CC(=O)N2CCCC(N3CCN(Cc4ccc5c(c4)OCO5)CC3)C2)n1 (stereo unspecified),1,-1.3,-1.1,0.1,0.1,2,0.3,11,0.2,3,-1
CCN(CC)c1ccc(/C=N/NC(=O)c2c[nH]c3ccccc23)cc1,1,5.3,-1.1,-0.8,-0.7,-3,5.0,-2,5.9*,-112,2
O=C(Nc1ccccc1F)C(=O)c1cn(CC(=O)N2CCCCC2)c2ccccc12,-3,2.0,-1.1,0.9,0.8,0,2.6,-12,2.1,4,-2
CCN1CCN(S(=O)(=O)c2cc(OC)ccc2OC)CC1,1,-2.0,-1.1,0.7,1.5,4,1.0,3,-1.1,3,1
Cc1n[nH]c(=O)c2c(NC(=O)CSc3nnnn3-c3ccc(O)cc3)oc(C)c12,1,0.5,-1.2,0.4,-0.3,0,0.2,9,0.0,-14,-5
NC(=O)COc1ccc2oc(=O)cc(-c3cc4ccccc4o3)c2c1,8,-1.4,-1.1,-0.7,-0.3,7,1.2,-1,-0.9,-78,0
CCCCC(CC)C(=O)Nc1cc(=O)[nH]c2nc3ccccc3n12 (stereo unspecified),6,0.9,-0.8,0.1,0.2,4,0.9,-4,1.7,-7,-2
CCCCN(CCCC)c1ccc(C(=O)c2ccccc2C(=O)O)c(O)c1,3,-0.9,-0.6,0.5,-0.4,1,-0.1,-25,-0.1,3,-2
CC1(C)NC(=O)N(CCOCCOc2ccccc2-c2ccccc2)C1=O,-6,2.8,-0.8,0.6,-0.6,-6,-2.2,-5,-0.8,1,-1
COc1ccc(-n2nc(C(=O)NCC(=O)NCCc3ccc(OC)c(OC)c3)c3ccccc3c2=O)cc1,-1,-2.9,-1.7,-0.7,-0.9,-2,-1.0,-5,-2.9,0,-2
Cc1coc2cc3oc(=O)c(CC(=O)N(C)CC(=O)O)c(C)c3cc12,1,-3.6,-1.1,0.2,0.5,2,1.4,5,-2.0,i,-3
CCN=C(Nc1cccc(F)c1)SC1CC(=O)N(c2ccc(OC)cc2)C1=O (stereo unspecified),4,-1.5,-1.9,-0.6,-1.9,5,3.1,-26,-1.6,14,1
Cc1[nH]n(-c2ccccc2)c(=S)c1C=Nc1ccc([N+](=O)[O-])cc1,4,-5.1,-1.9,-0.5,0.3,0,2.3,10,0.5,10,6
CC(C)(C)c1ccc(C(CC(=O)O)NC(=O)C23CC4CC(CC(C4)C2)C3)cc1 (stereo unspecified),-1,-3.1,-1.4,0.2,-1.0,1,2.2,-7,-1.3,0,-2
COc1cccc(OCCOCCN(C)CCO)c1,0,-1.4,-1.1,0.0,-0.1,-4,-1.2,6,0.5,-2,2
Fc1ccc(-c2nnc(Cc3ccc(Cl)cc3)o2)cc1,-16,12*,-0.6,1.3,1.5,-2,5.1,2,-0.7,-2,0
CC(=O)Nc1ccc(S(=O)(=O)NCC2CCC(C(=O)N3CCN(c4ccccn4)CC3)CC2)cc1 (stereo unspecified),-1,-0.7,-1.2,0.2,-0.5,-1,-1.4,-9,-2.2,-4,-2
COc1cc(OC)cc(C(=O)N[C@H](C(=O)Nc2ccccc2N2CCOCC2)C(C)C)c1,-9,1.9,-0.8,-0.9,-1.3,-4,-2.9,-2,-2.2,9,6
COC(=O)c1ccc(CSc2nc3ccccc3[nH]2)o1,5,4.0,-0.5,-0.3,-0.5,2,3.3,-5,2.4,-1,3
COc1ccc(C(=O)O)cc1S(=O)(=O)Nc1ccc(N2CCCCC2)cc1,-1,-0.1,-1.2,-0.4,0.2,2,0.4,-2,-0.6,-8,4
Cc1ccc(NC(=O)C2CCN(S(=O)(=O)c3cccc4nonc34)CC2)cc1,-1,-1.4,-1.1,-0.4,0.0,-2,-1.4,2,-3.9,1,1
CC(=O)c1cc(CCC(=O)NC2CCCCCC2)oc1C,-4,1.2,-0.7,0.0,2.1,2,-0.1,-4,0.2,2,-1
COc1ccc(Br)cc1/C=N/NC(=O)CNC(=O)c1cccnc1,3,2.2,-1.0,-0.9,0.5,-1,-1.7,-2,2.8,-18,-2
NS(=O)(=O)c1ccc(CCNC(=O)CN2C(=O)COc3ccc(S(=O)(=O)N4CCCC4)cc32)cc1,-3,0.9,-0.9,0.5,0.8,3,-0.2,4,0.1,-3,2
Cc1ccc(N2C(=O)CC(c3ccsc3)C3=C2CC(C)(C)CC3=O)cc1 (stereo unspecified),-9,-1.5,-1.3,-0.2,-0.4,-11,0.6,-3,0.9,6,2
COc1ccc(CNC(=O)c2noc3c2CCCCC3)cc1,0,7.9,-0.8,1.4,1.0,2,1.3,-1,1.9,-2,2
CNc1c(NC(=O)C2CCC(C)CC2)c(=O)oc2ccccc12 (stereo unspecified),1,2.9,-0.2,0.1,1.2,2,-1.1,0,0.3,-4,0
Cc1ccc(N2CCN(S(=O)(=O)c3ccc4c(c3)oc(=O)n4C)CC2C)cc1 (stereo unspecified),0,-1.2,-1.2,-0.3,-0.4,-1,-1.9,6,-1.0,8,1
CCCNC(=O)C1(C)CCCN(C(=O)C(c2ccccc2)c2ccccc2)C1 (stereo unspecified),-15,-0.1,-0.8,-1.1,x,-12,0.9,0,-1.4,-2,-2
COc1ccc(COC(=O)CCc2c[nH]c3ccccc23)cc1F,1,-0.1,-1.0,-0.4,1.9,-3,0.7,-76,0.2,12,-1
CC1=C(C(N)=O)C(c2ccc(Br)cc2)n2ncnc2N1 (stereo unspecified),0,-2.5,-1.2,-0.2,0.5,2,0.2,-4,-2.4,-2,-1

More entries follow.
Structure,GC-A act,hgDAF12 agonist,ssDAF12 agonist,DAX1 inh-1,DAX1 inh-2,GC-B act,FXN GAA850 act,sPLA2-III inh,hcDAF-12 act,ADAM10 inh,SMARCA2 act
CCCCCCCCN1C(=O)C(O)=C(C(C)=O)C1c1ccccn1 (stereo unspecified),1,0.1,-1.1,0.3,-0.1,-1,-2.6,-10,0.2,-8,0
Cc1cccc(NC(=S)Nc2ccc3cn[nH]c3c2)c1,1,8.1,-1.4,-0.7,-0.7,1,0.2,0,-1.8,-23,3
O=C(c1ccccc1)C1CCN(C(=O)Nc2ccccc2)CC1,-2,1.0,-0.3,0.2,-0.8,-2,0.6,5,1.6,-7,-1
CCN1C(=O)[C@H]2[C@@H](c3ccc(C)cc3)N[C@]3(CCCN(CC4CCCCC4)C3=O)[C@H]2C1=O,-1,-2.0,-1.8,0.4,0.4,-3,-0.8,4,-0.1,-9,-4
Cc1ccc(N(CC(=O)N2CCCCCC2)S(C)(=O)=O)cc1Cl,-3,-0.2,-0.7,0.1,1.3,-2,1.1,-4,0.1,-3,0
CCN(CC)C1=C(Cl)C(=O)C(Cl)C12OCCO2 (stereo unspecified),5,1.7,-1.4,0.1,x,4,0.1,6,-0.7,5,1
CCn1c(=O)n(CC(=O)N2CCN(c3ccccc3F)CC2)c(=O)c2ccccc21,0,-2.0,-1.3,0.0,-0.3,6,-0.9,-3,-1.3,-3,-1
